Screening results from PubChem.
TCR CD3 inh: inhibitors of human TCR-CD3 interaction; inhibition, % at 9.4 µM; TAMRA-labeled TCR probe fluorescence, biochemical; 0.37% of 360,000 active; in the data active = inhibition above about 19%;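 also: recombinant mutant TCR 2C K166C tagged with TAMRA read by polarization; 0% = receptor in buffer alone and 100% = receptor with positive control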
KLK7 zymogen act: activators of human kallikrein-7 zymogen; purified proKLK7, EDANS-DABCYL substrate fluorescence; 100% is mature enzyme control, 0% vehicle; 0.9% of 370,000 active; AID 652039; activation, % at 7 µM;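 active = activation above the mean of all tested compounds plus 3 SD, computed per campaign excluding outliers beyond control limits, cut at about 13% in these data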
Target sequence (P49862 whole entry, looked up): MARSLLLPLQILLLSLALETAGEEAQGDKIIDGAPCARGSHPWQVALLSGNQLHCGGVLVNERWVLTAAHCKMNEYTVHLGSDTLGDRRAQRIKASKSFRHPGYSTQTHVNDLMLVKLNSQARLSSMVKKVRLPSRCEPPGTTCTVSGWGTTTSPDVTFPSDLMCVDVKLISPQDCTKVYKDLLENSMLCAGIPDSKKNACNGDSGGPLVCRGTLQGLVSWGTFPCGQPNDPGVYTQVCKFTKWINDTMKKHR
UHRF1 binding: blocks human UHRF1 binding to methylated DNA; AID 687016; 0.75% of 370,000 active; inhibition, % at 4.4 µM; UHRF1 binding to methylated oligo, TR-FRET; in the data active = inhibition above about 21%;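 also: UHRF1 SRA domain binding a hemimethylated CpG hairpin DNA probe; 0% = median of test compound wells and 100% = reference inhibitor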
LEDGF integ inh: blocks HIV-1 LEDGF/p75-dependent DNA integration; TR-FRET IN-LEDGF/p75 DNA integration, Eu/Cy5; inhibition, % at 3.7 µM; 0.64% of 370,000 active; AID 743269;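 active = inhibition above the screen-wide mean plus 3 SD, cut at about 13% in these data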;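 also: signal is the Cy5 over europium emission ratio at 671 and 618 nm; 0% = plate median of compound wells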
TDP2 inh: TDP2 (human) inhibition, absorbance primary screen | 0.34% of 370,000 active | inhibition, % at 12.8 µM | recombinant TDP2, T5PNP hydrolysis, p-nitrophenol absorbance 415 nm | O95551;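 active = inhibition above the mean of all tested compounds plus 3 SD, set per campaign, cut at about 25% in these data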;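 also: 0% = DMSO with enzyme and 100% = buffer with substrate but no TDP2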
Target sequence (O95551 whole entry, looked up): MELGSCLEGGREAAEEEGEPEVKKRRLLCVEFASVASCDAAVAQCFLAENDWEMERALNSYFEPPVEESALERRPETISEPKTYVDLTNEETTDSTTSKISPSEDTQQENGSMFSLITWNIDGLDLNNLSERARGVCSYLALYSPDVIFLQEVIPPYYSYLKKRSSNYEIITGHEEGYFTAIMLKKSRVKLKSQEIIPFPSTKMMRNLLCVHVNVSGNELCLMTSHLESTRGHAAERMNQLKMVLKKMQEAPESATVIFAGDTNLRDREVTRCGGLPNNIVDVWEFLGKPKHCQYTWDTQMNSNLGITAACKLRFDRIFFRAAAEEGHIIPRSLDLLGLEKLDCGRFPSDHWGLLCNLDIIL
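Test system: human TDP2 enzyme; Input: 120 nM TDP2 per well; Buffer or medium: Mg2+-containing Tris-HCl buffer, pH 7.5; Reagent: 5 mM T5PNP; Dosing: 12.8 µM single point, 1% DMSO; Incubation: reaction 2 h, 37 °C; Detection: p-Nitrophenol epi absorbance; Read-out: % inhibition relative to enzyme-containing and enzyme-free wells; Replicates: single well per compound.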
Tn7 DDE FP: inhibitors of Tn7 peptide binding to human fibrin DD(E) | FP displacement of FITC-Tn7 peptide from fibrin DD(E); 0% = median of compound wells per plate | 0.13% of 370,000 active | P02675 | inhibition, % at 8.3 µM | AID 720508;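 active = inhibition above the mean of compounds falling within the control limits plus 3 SD of them, cut at about 14% in these data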;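 also: 0% = plate median of compound wells and 100% = 10 µM Aha-Tn7 peptide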
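System: human fibrin DD(E); quantity: Fibrin-DD(E) at 2 µM final; also added: fluorescent Tn7 probe at 0.1 µM; compound dosing: single nominal test concentration of 8.3 µM per compound; schedule: 10 min preincubation, 3 h with tracer, room temperature; detection: fluorescence polarization of the labelled Tn7 tracer; repeats: one replicate per compound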
DDE Tn6 FP inh: inhibitors of Tn6 peptide binding to human fibrin DD(E); P02675; Fibrin DD(E) TRITC-Tn6 fluorescence polarization displacement; inhibition, % at 8.3 µM; 0.21% of 370,000 active; AID 720509;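 active = inhibition above a per-campaign cutoff: mean of compounds within control limits plus 3 SD, cut at about 15% in these data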;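 also: 0% = median of all compound wells on the plate and 100% = blocking peptide control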
PRMT1 FP inh: PRMT1 (human) inhibition, primary screen. inhibition, % at 2.79 µM. recombinant PRMT1, activity-based probe fluorescence polarization. AID 652257. Q99873. 1.3% of 370,000 active;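 active = inhibition above about 21% made by adding two undisclosed values, limit read from the data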
SIAE primary: blocks human sialic acid acetylesterase; Q9HAT2; SIAE FP-Rh probe binding, fluorescence polarization; inhibition, % at 9.66 µM; 0.69% of 370,000 active; AID 1053197;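 active = inhibition above a cutoff: mean of compounds within the control limits plus 3 SD of those, cut at about 17% in these data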;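 also: 0% = plate median of compound wells and 100% = probe without SIAE protein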
MBD2 DNA inh: blocks human MBD2 binding to methylated DNA; Q9UBB5; TR-FRET, MBD2 binding to methylated oligonucleotide; inhibition, % at 4.4 µM; 0.31% of 370,000 active; AID 686964; in the data active = inhibition above about 13%
Target sequence (Q9UBB5 whole entry, looked up): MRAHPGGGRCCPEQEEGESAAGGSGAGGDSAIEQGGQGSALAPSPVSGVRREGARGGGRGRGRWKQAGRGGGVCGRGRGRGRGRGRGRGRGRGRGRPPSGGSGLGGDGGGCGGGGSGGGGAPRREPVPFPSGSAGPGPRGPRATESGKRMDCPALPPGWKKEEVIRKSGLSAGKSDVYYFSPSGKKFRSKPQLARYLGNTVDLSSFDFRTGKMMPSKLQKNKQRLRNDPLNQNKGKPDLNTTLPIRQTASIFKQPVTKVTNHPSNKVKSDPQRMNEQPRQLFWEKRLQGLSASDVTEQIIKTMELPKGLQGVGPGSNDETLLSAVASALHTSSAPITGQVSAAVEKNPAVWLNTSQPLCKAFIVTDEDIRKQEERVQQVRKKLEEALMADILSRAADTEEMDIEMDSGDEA
Numbers without * were called inactive; · = no result given. Hits appear at their usual frequency; any-hit rate near 4.6%.

The opening 6 records, ahead of the listing:
Sequence of screens – LEDGF integ inh, PRMT1 FP inh, Tn7 DDE FP, KLK7 zymogen act, UHRF1 binding, DDE Tn6 FP inh, TDP2 inh, MBD2 DNA inh, SIAE primary, TCR CD3 inh
C/C(CC(=O)NC1CCCC1)=N\NC(=O)Cc1csc(N)n1
  5, 2, 6, 0.0, 0, 4, 12, -5, -3, 6
O=C(Nc1ccc(F)cc1F)c1cc(=O)n(-c2ccccc2)c(=O)[nH]1
  4, -1, -2, 0.6, 2, -2, -2, -2, -4, 5
O=C(N/N=C1\CCCc2oc(C(=O)O)cc21)c1ccccc1
  0, 0, -3, 0.2, 0, 0, 1, 4, 1, -5
COc1ccc([N+](=O)[O-])cc1N(CC(=O)N1CCN(Cc2ccccc2)CC1)S(C)(=O)=O
  -4, -2, -5, -0.5, 1, -10, 5, -3, -3, 0
CCN(CC)C(=O)C1=C(C)N(Cc2ccccc2)C(=O)C(CC(=O)NCc2ccco2)C1 (centres undefined)
  4, -8, 6, 0.4, -1, 5, -3, -7, 1, 7
O=c1[nH]c(NC2CCCCC2)nnc1Cc1ccccc1
  3, -1, -7, -0.1, 0, 2, 5, -7, 3, 3

The list itself, repeating the preview:
Sequence of screens – LEDGF integ inh, PRMT1 FP inh, Tn7 DDE FP, KLK7 zymogen act, UHRF1 binding, DDE Tn6 FP inh, TDP2 inh, MBD2 DNA inh, SIAE primary, TCR CD3 inh
C/C(CC(=O)NC1CCCC1)=N\NC(=O)Cc1csc(N)n1
  5, 2, 6, 0.0, 0, 4, 12, -5, -3, 6
O=C(Nc1ccc(F)cc1F)c1cc(=O)n(-c2ccccc2)c(=O)[nH]1
  4, -1, -2, 0.6, 2, -2, -2, -2, -4, 5
O=C(N/N=C1\CCCc2oc(C(=O)O)cc21)c1ccccc1
  0, 0, -3, 0.2, 0, 0, 1, 4, 1, -5
COc1ccc([N+](=O)[O-])cc1N(CC(=O)N1CCN(Cc2ccccc2)CC1)S(C)(=O)=O
  -4, -2, -5, -0.5, 1, -10, 5, -3, -3, 0
CCN(CC)C(=O)C1=C(C)N(Cc2ccccc2)C(=O)C(CC(=O)NCc2ccco2)C1 (centres undefined)
  4, -8, 6, 0.4, -1, 5, -3, -7, 1, 7
O=c1[nH]c(NC2CCCCC2)nnc1Cc1ccccc1
  3, -1, -7, -0.1, 0, 2, 5, -7, 3, 3
C[C@H]1O[C@@H](O[C@H]2[C@@H](O)C[C@H](O[C@H]3[C@@H](O)C[C@H](O[C@H]4CC[C@@]5(C)[C@H](CC[C@@H]6[C@@H]5C[C@@H](O)[C@]5(C)[C@@H](C7=CC(=O)OC7)CC[C@]65O)C4)O[C@@H]3C)O[C@@H]2C)C[C@H](O)[C@@H]1O
  -1, 2, -3, -0.4, 0, -3, 7, 2, -3, -2
O=C(Cc1ccccc1)N1CCC(c2nc3ccccc3[nH]2)CC1
  -2, 1, 2, 0.2, 0, 1, 0, -2, -1, 4
C[C@H](CO)N1C[C@H](C)[C@H](CN(C)S(=O)(=O)c2cccc(F)c2)Oc2cc(Br)ccc2S1(=O)=O
  -2, -1, 2, 0.1, 3, -6, -14, -5, 4, -2
COc1ccc(CNC(=O)c2ccc3c(=O)n4c(nc3c2)CCCCC4)cc1OC
  1, -3, 6, -0.3, 1, -8, -2, 0, -4, 1
COc1ccc(C2CN=NC23CCCc2ccccc2C3=O)cc1 (centres undefined)
  3, 1, -6, -0.5, 3, -7, 7, -2, 0, 1
Cc1ccccc1-c1ccc2c(c1)O[C@@H](CN(C)C(=O)Nc1ccc(C(F)(F)F)cc1)[C@H](C)CN([C@@H](C)CO)S2(=O)=O
  -2, 1, -2, 0.3, 1, -3, 3, -3, -35, -4
CN(C)S(=O)(=O)c1cccc(-c2nnc(SCc3ccc4c(c3)OCCO4)o2)c1
  4, -3, -1, 0.1, 6, -3, -17, -1, -9, -4
COc1ccc(NC(=O)CCCN2C(=O)C(c3ccccc3)Oc3cccnc32)c(OC)c1 (centres undefined)
  1, -1, 6, -0.2, -5, 7, 4, -9, 4, 6
Cc1nn(-c2ccccc2)c2c1C(c1ccc(Cl)cc1)N(c1ccccc1)C(=O)N2 (centres undefined)
  -6, 0, 2, -0.3, 1, 4, -12, -2, -4, -6
COc1ccc(CN2C[C@]3(CO)O[C@@H](CO)C[C@@H]3S2(=O)=O)cc1
  3, 2, 1, -0.5, 0, -2, 1, 0, -2, 2
CCOC(=O)c1cnc2nc(Cc3ccccc3)[nH]n2c1=O
  -4, -1, 7, 0.3, 2, -9, 3, 3, 1, -1
C[C@H](CO)N1C[C@H](C)[C@@H](CN(C)S(=O)(=O)c2cn(C)cn2)OCc2cn(nn2)CCCC1=O
  -4, 0, 4, -0.1, 0, 2, 1, 1, -3, -3
O=C(c1ccco1)N1CCN(C(=O)N2CCCCC2)CC1
  -4, 1, 13, 0.6, 0, 0, 8, -2, 2, 1
Cc1ccc(C(=O)N2CCC(n3nccc3NC(=O)Nc3cccc(F)c3)CC2)cn1
  -1, -4, -2, 0.4, -3, 1, -2, -1, 11, 4
OC(c1ccccc1)c1ncc(-c2ccccc2F)[nH]1 (centres undefined)
  -2, -2, 6, 0.2, 0, 7, -1, -1, -5, 7
CC1(C)C(c2cccs2)=NC(c2ccccc2)N1O (centres undefined)
  -5, 0, 1, 0.2, -1, 3, 1, 4, -3, 11
COc1cc(CN2C(=O)C(CCc3ccccc3)ON=C2c2cnccn2)cc(OC)c1 (centres undefined)
  1, -6, -8, 0.5, -1, -6, 7, 1, -3, 4
CCN(C(=O)COC(=O)CSc1ccc(C)c(C)c1)C1CCS(=O)(=O)C1 (centres undefined)
  2, 1, -3, 0.0, 1, -2, -5, 4, -3, -8
CS(=O)(=O)c1ccc(Cl)c(NC(=O)CSc2nncn2-c2ccccc2)c1
  6, -2, -5, -0.2, 5, 4, -20, -1, 1, -4
O=C(Nc1ccccc1F)C1CCN(C(=O)NCc2ccccc2)CC1
  3, 3, 3, 0.5, 24*, -3, 22, 3, 5, 9
Oc1ccc(Cl)cc1C1=NCCNC(C(F)(F)C(F)F)=C1
  -1, 3, -2, -0.4, 2, 1, -20, 1, -1, -2
CC(=O)N1C(C(=O)O)Cc2c([nH]c3ccccc23)C1C (centres undefined)
  -1, 0, 2, 1.8, 1, 10, -9, -1, -1, 8
CC(C)COC(=O)c1cc(-c2ccc(/C=N/n3cnnc3)o2)ccc1Cl
  -1, 0, 4, -1.5, 4, -7, 12, 3, 7, 4
Nn1c(Nc2ccccc2)nc2sc3c(c2c1=O)CCCC3
  -4, 3, 1, -0.3, 3, -2, -7, -2, 7, -5
Cc1ccc(N2CC(C(=O)N3CCC(C(=O)Nc4ccc(Br)cc4)CC3)CC2=O)cc1 (centres undefined)
  1, -2, -2, -0.4, -2, 5, 14, -5, -5, 4
Cn1c(=O)[nH]c2c(Cl)nccc21
  -8, 8, 0, -0.4, 7, -1, -26, 5, 0, -12
CCC(C)[C@H]1CNC(=S)N1CCc1cccc2ccccc12 (some centres undefined)
  1, 0, 3, 0.6, 7, -4, -20, -5, -9, -7
COc1ccc(NC(=O)C2CCCN(C(=O)Nc3ccc(F)cc3)C2)cc1 (centres undefined)
  -4, -1, 3, -0.5, 1, 8, 7, 1, 8, -3
COc1ccc(C2=NN(Cc3c(F)cccc3Cl)C(=O)CC2)cc1
  2, 4, 0, -0.6, 3, -2, -3, -7, 0, 0
CSc1ccccc1NC(=O)c1cc2ncc(Br)cn2n1
  2, 0, 5, 0.0, 0, 2, 19, -2, 1, 8
CC1CCCCN1Cc1ccc(N)cc1 (centres undefined)
  -2, -1, 9, -1.1, -1, -4, -1, -2, -2, 0
CSc1oc(-c2ccc(F)cc2)nc1S(=O)(=O)c1ccc(F)cc1
  0, -6, 0, 0.1, -2, -1, -7, -2, 2, 4
Cc1cccc(C(=O)N2CCc3ccccc3C2)c1[N+](=O)[O-]
  -1, -4, -1, 0.1, 0, -3, -4, -1, -1, 5
O=C(NNC(=O)c1csc(-c2ccccc2)n1)c1ccccc1
  9, -3, 7, 0.4, 2, 4, -17, -6, -2, -14
COCC(O)Cn1ccnc1[N+](=O)[O-] (centres undefined)
  -2, 1, -4, 0.1, -2, -2, 5, -4, -3, 3
CC(C)(C)NC(=O)C(c1cccnc1)N(C(=O)c1cnco1)c1ccc(C(C)(C)C)cc1 (centres undefined)
  1, 1, 6, ·, -3, 1, 6, 2, 2, ·
COc1ccccc1C1SCCN1S(=O)(=O)c1cccc(C(F)(F)F)c1 (centres undefined)
  -2, 2, 1, 0.2, 0, 1, -8, 3, 4, 4
CCc1nc2cc3sc(CC)nc3cc2s1
  5, 11, 4, 0.5, 0, 5, 1, 7, 1, -5
CCN1C(=O)[C@H]2[C@@H](c3ccc(OC)cc3)N[C@]3(CCCN(Cc4cccn4C)C3=O)[C@H]2C1=O
  1, 2, -6, 0.7, -2, -6, -1, -6, -3, 8
CCOc1ccc(NC(=O)c2ccc(NS(=O)(=O)c3cccc4cccnc34)cc2)cc1
  3, 1, 4, -0.2, 1, 3, 16, -3, -13, 6
O=C(NCc1cccnc1)c1ccc([N+](=O)[O-])cc1
  3, 1, -5, 0.6, 0, -1, 1, 1, -6, -2
C=CCOc1ccc2nc(NC(=O)OC)[nH]c2c1
  0, -1, -2, -0.4, 1, -2, 7, 2, -3, -3
COc1cc(OC)cc(-c2c(C#Cc3ccsc3)c3cc(-c4ccc(OC)cc4F)ccc3n2C)c1
  -3, 0, 3, -2.8, -1, -1, 6, -8, -7, 0
Cc1ccc(S(=O)(=O)NCCc2c[nH]c3ccccc23)cc1
  -3, -1, 3, -0.1, 0, 5, -7, 1, 7, 13
CCOc1ccc(-n2ccnc2SCC(=O)Nc2nnc(C)s2)cc1
  1, -3, 1, 0.2, -2, -5, 8, 3, -3, 2
Cc1cc(C(=O)COC(=O)c2cccnc2Cl)c(C)n1C
  35*, 1, 0, 0.3, 0, 4, 2, -5, -1, -1
